ATXN viability = viability counter-screen for ATXN expression inhibitors; S2 cells (HEK-293 line with an ATXN2-luciferase reporter) viability, CellTiter-Fluor protease fluorescence, 24 h; Potency, µM (top dose mostly 56.7 µM), actives largely listed as cytotoxic; hit rate 0.49% among 400,000; also: potency is read from the fitted curve at half-maximal effect; nearly all actives have a fitted effect of over 40% in size
HT1080 IDH1KD tx = toxicity to HT-1080 IDH1 knockdown cells (counter line). HT-1080 IDH1 knockdown viability, ATP luminescence, 48 h. Potency, µM (series often up to 46.1 µM), for inactives: at the top dose activity, negative = toxicity, actives largely listed as cytotoxic. hit rate 2% among 360,000. AID 686971;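 also: potency is read from the fitted curve at half-maximal effect; 0% = DMSO wells and -100% = cell-free medium wells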
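CellTiter-Glo luminescence after 48 h compound exposure at 37 degrees C of IDH1-knockdown HT-1080 cells in 5% FBS RPMI. %Activity scaled between DMSO wells and cell-free media wells, with curves fitted and assigned curve classes.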
HepG2 viability = HepG2 cytotoxicity, counter-screen for TGF-b inhibitors | HepG2 CAGA-GFP viability, ATP luminescence, 18 h | Potency, µM (titrated, usually from 46.1 µM), inactives show at the highest dose activity change, negative = cytotoxicity, most hits filed as cytotoxic | hit rate 0.76% among 410,000; also: potency is read from the fitted curve at half-maximal effect; some results filed as inactive show a strong effect at the top dose
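HepG2 CAGA-GFP cells (1000/well, DMEM with 1% FBS) received compound, then TGF-beta at 500 pg/mL final, and were incubated 18 hours at 37 degrees C. Viability was read by CellTiter-Glo luminescence. Media-only wells were set as complete cell-killing and DMSO as no toxicity.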
MCF10A rereplic = inducers of DNA re-replication in MCF 10A breast cells; Potency, µM (highest dose often 46.1 µM), without a hit: top-dose activity, positive = re-replication, actives largely listed as activators; MCF 10A DNA re-replication, Hoechst nuclear intensity, 48 h; hit rate 2.9% among 350,000; also: potency is read from the fitted curve at half-maximal effect; % of control where 0% means no effect; nearly all actives have a fitted effect of over 50% in size
ATXN2 expr inh = inhibitors of ATXN2 expression; Potency, µM (top dose mostly 57 µM), without a hit: at the highest dose activity change, negative = inhibition, actives largely listed as inhibitors; HEK-293 ATXN2-luciferase reporter, luminescence, 24 h; hit rate 0.72% among 360,000; also: potency is read from the fitted curve at half-maximal effect; % is scaled to controls: 0 for no effect and ±100 for the full control effect; nearly all actives have a fitted effect of over 55% in size
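qHTS (up to 57 uM final) was run with 24 h compound exposure of reporter cells at 37 °C. Each well was multiplexed: SteadyGlo luminescence measured ATXN2-luciferase expression after a fluorogenic Gly-Phe-AFC viability readout (25 uM final).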
IL-1B inflam inh = inhibitors of inflammasome signaling (IL-1 beta secretion); THP-1 LPS/ATP IL-1B secretion, AlphaLISA, 16 h; active compounds read low; activity change, % at 57.5 µM; hit rate 4.7% among 360,000; AID 743279; in the data active = activity change below about -50%; inconclusive = mostly about -30% to -49%; also: % is scaled to controls: 0 for no effect and ±100 for the full control effect
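THP-1 cells pretreated 1 hr with compounds (up to 57.5 uM final), then stimulated with LPS (250 ng/mL final) plus ATP (1.25 mM final); secreted IL-1B measured by AlphaLISA after 16 hr, decreased signal indicating inhibition.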
SW480 rerep = inducers of DNA re-replication in SW480 colon cancer cells | SW480 DNA re-replication, Hoechst DNA content imaging, 48 h | Potency, µM (doses to about 46.1 µM), for the others: at the highest dose re-replication activation, actives largely listed as activators | hit rate 1.8% among 340,000; also: potency is read from the fitted curve at half-maximal effect; % of control where 0% means no effect; nearly all actives have a fitted effect of over 55% in size
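First, 250 cells per well were seeded. Next, compound or vehicle (23 nL) was pinned in, plates sat 48 hr at 37 C. Finally Hoechst was added for 40 min before fluorescence scanning.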
KB-3-1 tox = KB-3-1 parental cell cytotoxicity; KB-3-1 viability, CellTiter-Glo ATP luminescence, 72 h; Potency, µM (series often up to 46.1 µM), for inactives: top-dose activity change, negative = cytotoxic, actives largely listed as cytotoxic; hit rate 1.4% among 400,000; also: potency is read from the fitted curve at half-maximal effect; % is scaled to controls: 0 for no effect and ±100 for the full control effect; nearly all actives have a fitted effect of over 60% in size
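KB-3-1 parental drug-naive adenocarcinoma cells in DMEM/10% FBS, incubated 72 h at 37 C with pin-transferred compounds across a concentration series. Viability by CellTiter-Glo luminescence; concentration-response curves fitted after normalization.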
HT1080NT lethal = kills 2HG-producing HT-1080-NT fibrosarcoma cells; HT-1080-NT fibrosarcoma viability, CellTiter-Glo ATP luminescence, 48 h; hit rate 1.6% among 360,000; Potency, µM (top dose mostly 46.1 µM), without a hit: top-dose activity, negative = less viability, usual class: cytotoxic;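 also: NT is the 2HG producing partner of a matched IDH1 knockdown line; potency is read from the fitted curve at half-maximal effect; 0% = DMSO-treated cells and -100% = media-only wells without cells; nearly all actives have a fitted effect of over 55% in size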
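Viability of the 2HG-overproducing fibrosarcoma line after 48 hours of compound exposure at 37 degrees C was determined by luminescence with CellTiter-Glo, and concentration-effect curves were then fitted and categorized.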
* hit, by the source's call; i = inactive; ? = inconclusive; / = not tested or not shown; & = joins results of further samples; [ ] = remark or other dose. Unless noted, calls follow the shape of the dose curve; as a rule, active = well fitted curve in the direction sought with a large enough effect; inconclusive = small, poorly fitted or top-dose-only effect, or another doubt; inactive = no such curve, though single readings can be large; an effect the other way counts as inactive or inconclusive.

Every second line gives: ATXN viability, SW480 rerep, KB-3-1 tox, HepG2 viability, HT1080NT lethal, MCF10A rereplic, ATXN2 expr inh, HT1080 IDH1KD tx, IL-1B inflam inh
1: C#CCn1cc[n+](CC(=O)N(C)C)c1
 : i, -2%, 5%, 11%, -2%, 3%, -1%, 10%, -13
2: Fc1ccc(CCNC(=S)Nc2ccc(F)cc2)cc1
 : i, -6%, -7%, -3%, 3%, 15%, 25%, 3%, 2
3: Cn1nc(-c2ccc(N3CCN(CCO)CC3)c([N+](=O)[O-])c2)c2ccccc2c1=O
 : i, 0%, -11%, -1%, -3%, 0%, 6%, -18%, -23
4: CN(C(=O)COC(=O)c1cc(F)c(F)cc1Cl)c1ccccc1
 : i, -3%, -3%, 5%, 10%, -17%, -4%, 8%, -11
5: COc1cc2ccccc2cc1C(=O)Nc1nc(C)c(C(C)=O)s1
 : i, -13%, -1%, -34%, 4%, 0%, 61%[activator], 3%, -7
6: Cc1cc(SCC(=O)c2ccccc2)n2ncc(-c3ccccc3)c2n1
 : i, -5%, -10%, -4%, 21%, 30%, /, 0%, -6
7: CCOC(=O)N1CCN(S(=O)(=O)c2ccc(C(=O)Nc3sc4c(c3C(N)=O)CCN(CC)C4)cc2)CC1
 : i, 778%, ?, -29%, ?, ?, -18%, ?, -68*
8: CNc1ccc(/C=C(\CCC(=O)O)c2nc3ccccc3s2)cc1[N+](=O)[O-]
 : i, 1%, -6%, 6%, 5%, -2%, 3%, 11%, 18
9: CSc1ncccc1C(=O)Nc1ccc(F)c(F)c1F
 : i, 3%, 8%, -4%, 9%, -3%, -18%[11.3 µM], 9%, -9
10: COc1ccc(CCNC(=O)CSc2nnc(Cc3cccn3C)n2C)cc1OC
 : i, -9%, 18%, 0%, 15%, 4%, -1%, 17%, 2
11: CCOC(=O)C1CCN(C(=O)c2c(-c3c(F)cccc3Cl)noc2C)CC1
 : i, -3%, 0%, -9%, -2%, -2%, -15%, 0%, -2
12: CCOC(=O)c1ccccc1NC(=S)N1CCC(C)CC1
 : i, 0%, 17%, 41%, 9%, 1%, -25%, 9%, 22
13: Cn1cnnc1SCC(=O)NN(c1ccccc1)c1ccccc1
 : i, -3%, 3%, 7%, 8%, 4%, 6%, -1%, 27
14: CNC(=O)/C(C#N)=C/c1cc(C)n(-c2ccc(N3CCOCC3)cc2)c1C
 : i, 4%, 19%, -2%, 10%, 2%, 6%, 2%, 28
15: CC1(C)Oc2ccc3ccc(=O)oc3c2/C(=C/Nc2ccccc2)C1=O
 : ?, ?, 6%, -5%, -25%, ?, 2%, -28%, -59*
16: COc1ccc(-c2oc3cc(O)c(OC)c(O)c3c(=O)c2OC)cc1
 : ?, ?, ?, 0%, ?, 5.2µM*, 33%[activator], 21µM*, 48
17: Cc1cccc(NC(=O)CSc2ccc3nnc(-c4cccnc4)n3n2)c1
 : i, -44%[inhibitor], ?, 0%, -8%, -15%, -7%, -15%, i
18: O=C(O)C1CCCCC1C(=O)NCCc1cccc(Cl)c1 (configuration not stated)
 : i, 1%, ?, 0%, -14%, 25%, -1%, -24%, -25
19: COc1ccc(N/C(N)=N/c2nc(C)cc(=O)[nH]2)cc1
 : i, -3%, 2%, 3%, 9%, 1%, -9%, 16%, 21
20: O=C1CC(c2ccc3c(c2)OCO3)Sc2nc3ccccc3n21 (configuration not stated)
 : i, 1%, 19%, -2%, 4%, 11%, -7%, 5%, -22
21: OCCNc1nc(Nc2ccccc2)nc(Nc2ccccc2)n1
 : i, 16%, 0%, -10%, -9%, 1%, -5%, -9%, -12
22: Cc1cc(NC(=O)CSc2nnc(Cn3c(=O)sc4ccccc43)n2-c2ccccc2C)no1
 : i, 8%, -7%, -6%, -2%, 0%, 6%, -6%, -13
23: CCOC(=O)c1ccc(S(=O)(=O)NC2CCCCCCC2)n1C
 : i, -6%, -19%, 1%, -17%, -2%, -21%, -9%, 0
24: Cc1ccc(-c2nc(CS(=O)CC(=O)NCCN3CCCCC3C)c(C)o2)cc1 (configuration not stated)
 : i, -20%, 2%, -1%, 5%, -3%, /, 6%, -11
25: COc1ccc(C)cc1NC(=O)CN(C)S(=O)(=O)c1ccc2c(c1)c(=O)n(C)c(=O)n2C
 : i, 0%, 7%&0%, -18%&-6%, 11%, 0%, -2%&3%, 5%, 10
26: OC(COc1ccc(OCC(O)CN2CCCCCC2)cc1)CN1CCCCCC1 (configuration not stated)
 : ?, -8%, -17%, 0%, -15%, -3%, -15%, -9%[9.24 µM], ?
27: CCCCN(C(=O)c1cc(-c2ccc(F)cc2)nc2ccccc12)c1c(N)n(CCCC)c(=O)[nH]c1=O
 : ?, ?, ?, -4%, -4%, 11%, ?, -2%, -70*
28: O=C(c1n[nH]c2ccccc12)N1CCN(S(=O)(=O)c2ccc(Cl)cc2)CC1
 : i, -7%, 10%, 5%, 9%, -3%, 4%, 6%, -16
29: COc1cccc(-c2cc(C(=O)N/N=C/c3cccc(OC)c3OC)c3ccccc3n2)c1
 : /, 3%, -10%, -12%, 4%, -3%, 5%, -9%, -13
30: Cc1ncc([N+](=O)[O-])n1CCOC(=O)c1ccc(Br)cc1
 : i, 11%, ?, -1%, 7%, ?, -10%, -1%, 0
31: Nc1ccc(C(=O)N/N=C/c2cccc(Oc3ccccc3)c2)cc1
 : i, -1%, -6%, -22%, -1%, 6%, 2%, -18%, -8
32: CNC[C@H]1Oc2ccc(NC(=O)Nc3ccc(OC)cc3)cc2C(=O)N([C@@H](C)CO)C[C@H]1C
 : i, ?, 10%, 3%, 2%, 4%, -3%, 6%, 2
33: O=C(CNC(=O)OCc1ccccc1)NCC(=O)NC(Cc1c[nH]c2ccccc12)C(=O)O (configuration not stated)
 : i, /, 0%, 3%, 7%, /, 4%, 1%, 25
34: c1ccc(OCc2cc(-c3ccccc3)no2)cc1
 : i, -1%, -3%, 0%, ?, -4%, 56%[activator], 25%, 17
35: CC1CCCN(C(=O)CCNC(=O)Cn2cnc3ccccc3c2=O)C1 (configuration not stated)
 : i, 0%, 7%, -24%, 2%, -1%, 3%, -1%, 9
36: Nc1nc(SCC(=O)Nc2ccc3c(c2)CCC3)n[nH]1
 : i, -6%, -22%, -26%, 1%, 0%, 7%, -2%, -1
37: CCCNC(=O)C1(C)CCCN(CC(=O)c2ccc3c(c2)OCCO3)C1 (configuration not stated)
 : i, /, 0%, 1%, 10%, /, 10%, 5%, 0
38: Oc1c(Br)cc(Br)cc1C=NCc1ccc(F)cc1
 : i, 13%, -5%, -15%, ?, 24%, -34%, ?, 94
39: CC1CCCN(S(=O)(=O)c2cc3c4c(c2)C(C)C(=O)N4CCC3)C1 (configuration not stated)
 : i, -10%, 2%, 5%, -1%, 1%, -1%, 2%, 22
40: CCOC(=O)C1CCN(c2nc3c(S(=O)(=O)c4ccc(CC)cc4)nnn3c3ccc(Cl)cc23)CC1
 : i, /, -20%, -24%, /, /, 7%, /, /
41: CCOC(=O)Nc1ccc2c(CN3C(=O)NC(CC)(CC)C3=O)cc(=O)oc2c1
 : i, -7%[9.22 µM], -2%, -2%, -3%, -10%, 2%, -3%, 0
42: CCOC(=O)c1sc(N)c(C#N)c1COC(=O)C1=COCCO1
 : ?, -4%, -2%, 2%, 3%, 0%, 15%, 17%, 15
43: COc1ccc2nc(C)cc(N3CC(C)OC(C)C3)c2c1 (configuration not stated)
 : i, -13%, -27%, 2%, -3%, 1%, -4%, 6%, 24
44: Cc1occc1-c1nnc(SCC(=O)N2CCOCC2)n1Cc1ccco1
 : i, -4%, 5%, 5%, 10%, -1%, 5%, 6%, 1
45: Cn1cc(/C=C2\SC(=S)N(NC(=O)c3ccccc3)C2=O)c2ccccc21
 : /, -2%, 11%, -33%, -2%, -2%, 0%, 17%, 3

Quoted from the entries so far for reference:
Every second line gives: ATXN viability, SW480 rerep, KB-3-1 tox, HepG2 viability, HT1080NT lethal, MCF10A rereplic, ATXN2 expr inh, HT1080 IDH1KD tx, IL-1B inflam inh
38: Oc1c(Br)cc(Br)cc1C=NCc1ccc(F)cc1
 : i, 13%, -5%, -15%, ?, 24%, -34%, ?, 94
39: CC1CCCN(S(=O)(=O)c2cc3c4c(c2)C(C)C(=O)N4CCC3)C1 (configuration not stated)
 : i, -10%, 2%, 5%, -1%, 1%, -1%, 2%, 22
40: CCOC(=O)C1CCN(c2nc3c(S(=O)(=O)c4ccc(CC)cc4)nnn3c3ccc(Cl)cc23)CC1
 : i, /, -20%, -24%, /, /, 7%, /, /
41: CCOC(=O)Nc1ccc2c(CN3C(=O)NC(CC)(CC)C3=O)cc(=O)oc2c1
 : i, -7%[9.22 µM], -2%, -2%, -3%, -10%, 2%, -3%, 0
42: CCOC(=O)c1sc(N)c(C#N)c1COC(=O)C1=COCCO1
 : ?, -4%, -2%, 2%, 3%, 0%, 15%, 17%, 15
43: COc1ccc2nc(C)cc(N3CC(C)OC(C)C3)c2c1 (configuration not stated)
 : i, -13%, -27%, 2%, -3%, 1%, -4%, 6%, 24
44: Cc1occc1-c1nnc(SCC(=O)N2CCOCC2)n1Cc1ccco1
 : i, -4%, 5%, 5%, 10%, -1%, 5%, 6%, 1
45: Cn1cc(/C=C2\SC(=S)N(NC(=O)c3ccccc3)C2=O)c2ccccc21
 : /, -2%, 11%, -33%, -2%, -2%, 0%, 17%, 3

Screening data as filed in PubChem BioAssay.
